# Source: PubChem BioAssay
# H1N1 NS1A inhibition: H1N1 influenza NS1A inhibitors, functional cell based assay (AID 504329) | NS1A functional cell-based assay, percent inhibition; higher % means a stronger effect | inhibition, % at 12.5 µM, or IC50 in µM where a hit was titrated | 340,000 compounds, 0.3% hits; in the data active = a potency from the dose series; inconclusive = inhibition above about 27% without an active follow-up result; also: strong numbers were not always called active
# VEEV TC-83 Vero: inhibitors of VEEV TC-83 cytopathic effect, confirmation, Vero cells (AID 588727). Vero cells, VEEV TC-83 cytopathic effect inhibition; higher % means a stronger effect. inhibition, % at 20 µM; hits with a dose series show IC50 in µM. 350,000 compounds, 0.13% hits; in the data active = a potency from the dose series; inconclusive = inhibition mostly from about 14% at the one dose, without a potency; inactive = the rest, 99 in 100 with inhibition below about 12%; also: strong numbers were not always called active
# M. tuberculosis: growth inhibition of non-replicating M. tuberculosis (AID 488890). Mycobacterium tuberculosis non-replicating, growth inhibition; higher % means a stronger effect. inhibition, % at 25 µM, or IC50 in µM where a hit was titrated. 320,000 compounds, 0.39% hits; in the data active = a potency from the dose series; inconclusive = inhibition mostly from about 82% at the one dose, without a potency; inactive = the rest, 99 in 100 with inhibition below about 76%;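 also: plate controls were DMSO cells for no effect and high antibiotic wells for full effect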
# PhoP GFP inhibition: PhoP regulon inhibitors, Salmonella typhi PhoP promoter GFP reporter, confirmatory (AID 1850); Salmonella Typhi PhoP-promoter GFP reporter, fluorescence, 4 h; higher % means a stronger effect; inhibition, % at 50 µM, or IC50 in µM where a hit was titrated; 310,000 compounds, 0.33% hits; in the data active = a potency from the dose series; inconclusive = inhibition mostly from about 25% at the one dose, without a potency; inactive = the rest, 99 in 100 with inhibition below about 19%;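 also: 0% = induced wells with vehicle and 100% = uninduced wells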
# H37Rv inhibition: M. tuberculosis growth inhibition, HTS (AID 449762) | M. tuberculosis H37Rv growth inhibition, 7H9 media; higher % means a stronger effect | one-dose inhibition, % at 25 µM; IC50 in µM for titrated hits | 330,000 compounds, 0.59% hits; in the data active = a potency from the dose series; inconclusive = inhibition above about 70% without an active follow-up result;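 also: bacterial growth assessed after seven days of incubation; strong numbers were not always called active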
# The depositor's hits bear a star; i = inactive; ? = inconclusive; / = no result given.
structure | H1N1 NS1A inhibition | H37Rv inhibition | VEEV TC-83 Vero | M. tuberculosis | PhoP GFP inhibition
COc1ccccc1CNC(=O)CCCc1ccccc1 | -12% | -10% | 0.5% | -2% | -5%
CC1=C(C(=O)Nc2ccccc2)C(c2cccs2)NC(=O)N1 (stereo unspecified) | -9% | 6% | 1.0% | 10% | 2%
CCO/C=N/c1c(C#N)c(CC#N)nn1-c1ccccc1 | -22% | 10% | 0.8% | 7% | 3%
Cc1ccc(NC(=O)CCNC(=O)c2ccc(Cl)cc2)cc1C | -2% | ? | 1.9% | 57% | -12%
O=C1Nc2ccc(Cl)cc2C12OCCCO2 | 0% | 5% | 0.3% | 15% | -3%
CCOc1cc(N2CCOCC2)c(OCC)cc1NC1=NCCCCC1 | 5% | -8% | 4.0% | -3% | 8%
CC(C(=O)NC1CCCc2ccccc21)N1C(=O)C2CCCCC2C1=O (stereo unspecified) | -4% | 3% | 2.4% | / | /
O=C(c1ccc(Cn2c(=S)[nH]c3ccccc3c2=O)cc1)N1CCN(c2ccccn2)CC1 | 2% | ? | 10% | 6% | 1%
CCOc1ccccc1CN1CCNC(=O)C1CC(=O)NC1CCCCCCC1 (stereo unspecified) | 18% | -10% | 4.6% | 12% | -7%
CC1CN(S(=O)(=O)c2cccc(C(=O)Nc3ccccc3N3CCOCC3)c2)CC(C)O1 (stereo unspecified) | -1% | / | 7.2% | / | /
O=C(Cc1coc2cc3c(cc12)CCC3)NC1CCCCCCC1 | 1% | 9% | 1.0% | 36% | -3%
Cc1ccc(OS(=O)(=O)c2cn(C)c(=O)n(C)c2=O)cc1C | -4% | -6% | 0.5% | -10% | -24%
Cc1cc(=O)n(-c2ccccc2)n1-c1ccccc1 | 1% | -10% | 0.3% | -6% | 1%
N#Cc1ccc(CN2CCN(CC(=O)NCCc3ccc(Cl)cc3Cl)CC2)cc1 | 14% | 43µM* | i | 69% | -3%
CC(=O)Nc1cccc(NC(=S)Nc2ccc(F)c(Cl)c2)c1 | 1% | 39% | 1.0% | 80% | 5%
COc1ccc(S(=O)(=O)N2CCOC23CCN(S(=O)(=O)c2ccc([N+](=O)[O-])cc2)CC3)cc1 | 1% | 13% | 6.5% | 20% | 6%
COc1ccc(C(=O)NCc2nnc(SCC(=O)N3CCCc4ccccc43)o2)cc1OC | 14% | 10% | i | 13% | 7%
Cc1cc(=O)oc(C)c1C(=O)Nc1cccc2ccccc12 | 3% | 3% | 0.1% | 2% | 1%
Cc1ccc(C)c(N2CCN(C3CCCC(C)C3)CC2)c1 (stereo unspecified) | 0% | 4% | 2.5% | 7% | -7%
CN(C)C(=O)c1ccc(NC(=O)CC2SC(N3CCCC3)=NC2=O)cc1 (stereo unspecified) | 2% | -1% | 0.8% | -3% | -1%
Cc1ccccc1C(=O)NCC(=O)O | -10% | -2% | 0.3% | -8% | -13%
Cc1ccc(C)c(S(=O)(=O)N2CCNCC2)c1 | -4% | 4% | 1.1% | 4% | 7%
CCc1ccc(S(=O)(=O)NCc2cn3ccsc3n2)s1 | -4% | -1% | 0.2% | -3% | 0%
O=C1CC(C(F)(F)C(F)(F)C(F)(F)C(F)F)=Nc2ccccc2N1 | 5% | 13% | i | 10% | 5%
CN(Cc1ccnc2ccccc12)C(=O)C1CCC(=O)N(Cc2ccccc2F)C1 (stereo unspecified) | -4% | -11% | 3.0% | -6% | -2%
CCCN(CCC)CCNC(=O)C1CCN(Cc2nc(-c3ccc(Cl)cc3)oc2C)CC1 | 6% | -19% | 11µM* | 12% | 148µM*
Cc1n[nH]c(=O)n1-c1cccc(C(F)(F)F)c1 | 9% | / | 1.9% | -1% | -1%
CCC(=O)Nc1cccc(C(=O)c2ccccc2)c1 | 2% | 3% | 0.4% | 7% | -5%
NS(=O)(=O)c1ccc(CNS(=O)(=O)c2cc(Cl)ccc2Cl)cc1 | 3% | 10% | 1.2% | -3% | -6%
COc1ccc(NC(=O)c2cc(-c3cccnc3)nc3c(C)c(C)ccc23)c(OC)c1 | 3% | 12% | 1.1% | 20% | -6%
COc1ccc(OC)c(N(CC(=O)Nc2cccnc2)S(=O)(=O)c2ccc(C)cc2)c1 | 0% | 0% | i | 14% | -6%
Cc1cccc(NC(=O)COC(=O)C2COc3ccccc3O2)c1C (stereo unspecified) | 2% | 7% | 0.8% | 5% | /
COCCCN1C(=O)C(=O)/C(=C(/O)c2ccc(S(=O)(=O)N3CCCCC3)cc2)C1c1ccc(O)cc1 (stereo unspecified) | 6% | -5% | 1.3% | 0% | -13%
COc1ccccc1NS(=O)(=O)c1ccc(C(=O)N2CCN(c3ccccc3)CC2)cc1 | -1% | -11% | 11% | 30% | /
O=C(Nc1ccc([N+](=O)[O-])cn1)c1ccc2c(c1)OCO2 | -2% | 0% | 1.2% | / | -1%
Cc1sc2nc(C3CCCCC3)nc(SCC(=O)N3CC(=O)Nc4ccccc43)c2c1C | 1% | 3% | 2.0% | 7% | 6%
C/C(=N\NC(=O)CNc1cccc(C(F)(F)F)c1)c1cccc(Br)c1 | -4% | 6% | 0.7% | 31% | -7%
COc1ccc(/C=N/NC(=O)COc2ccc3ccccc3c2)c(C(=O)O)c1OC | -7% | -6% | i | -20% | -4%
O=C(COC(=O)c1cccnc1Cl)Nc1nc(-c2ccccc2)cs1 | -5% | -10% | 0.9% | 5% | -4%
COCC1CCN(Cc2nc(COc3ccccc3)no2)C1 (stereo unspecified) | -5% | -5% | 2.3% | 24% | -2%
Cc1ccccc1N/C(=N/S(=O)(=O)c1ccccc1)c1ccc(F)cc1 | -9% | -2% | 1.2% | -16% | 16%
Cc1ccc2cc(C(c3nnnn3C3CCCC3)N(Cc3ccco3)Cc3cccs3)c(=O)[nH]c2c1 (stereo unspecified) | 0% | -7% | i | 27% | 2%
Nc1nnc(/C=C/c2cccc([N+](=O)[O-])c2)s1 | -2% | -3% | 0.5% | -11% | 4%
CC(/C=N/NC(=O)c1cc(C(C)(C)C)[nH]n1)=C\c1ccccc1 | 0% | 23% | 8.5% | 26% | -1%
O=C(COc1ccc(Br)cc1)Nc1ccccc1C(=O)NC1CC1 | -7% | 1% | 0.9% | 4% | 1%
O=C(Nc1n[nH]c(C(F)(F)F)n1)c1cccs1 | -10% | -11% | 0.2% | -11% | 3%
CCn1c(CSCc2ccccc2)n[nH]c1=S | 3% | -4% | 1.6% | 10% | -3%
Cc1ccc(SCc2[nH]nc3c2C2(C(=O)Nc4ccc([N+](=O)[O-])cc42)C(C#N)=C(N)O3)cc1 (stereo unspecified) | 13% | ? | i | 55% | -4%
CN(C)CCCNc1nc(-c2ccccc2)nc2ccccc12 | -5% | 19% | i | 3% | -2%
NC(=O)NC(CC(=O)NNC(=O)c1ccccn1)c1ccccc1Cl (stereo unspecified) | -12% | -15% | 1.0% | -12% | /

# Later entries
structure | H1N1 NS1A inhibition | H37Rv inhibition | VEEV TC-83 Vero | M. tuberculosis | PhoP GFP inhibition
CC1Cc2ccccc2N1C(=O)CN1C(=O)COc2ccccc21 (stereo unspecified) | -2% | -8% | 4.5% | -12% | -10%
CCN(CC)S(=O)(=O)c1ccc(C(=O)Nc2cc(C)on2)cc1 | 2% | 10% | 0.2% | -28% | 2%
CN1CC(C(=O)c2ccc(Cl)cc2)C(c2ccccc2F)C1 (stereo unspecified) | 11% | -4% | 1.2% | 5% | -5%
Cc1nc2cc(N)ccc2n1C1CCCCC1 | 1% | 1% | 1.7% | 23% | 7%
COC(=O)c1ccc(COC(=O)C(CCS(C)(=O)=O)N2C(=O)c3ccccc3C2=O)cc1 (stereo unspecified) | -1% | -4% | 1.5% | -11% | -4%
COc1ccc2nccnc2c1[N+](=O)[O-] | -24% | 2% | 2.4% | 0% | -2%
CCCN1C(=S)SC(C)(C)C1/[N+]([O-])=C/c1ccc(S(=O)(=O)NC)cc1 (stereo unspecified) | -9% | 2% | 2.2% | 1% | -1%
CCN1CCN(C(=O)CN2C(=O)COc3ccc(C)cc32)CC1 | 5% | 7% | 0.7% | -6% | 7%
O=C(COc1ccc(Cl)cc1)N(Cc1ccco1)C1CCS(=O)(=O)C1 (stereo unspecified) | 10% | -6% | 0.4% | -1% | 2%
CCOC(=O)c1cc(NC(=O)COC)ccc1O | / | -5% | / | 3% | -2%
CC12CCC(C(=O)NNc3ccccc3)(C(=O)C1=O)C2(C)C (stereo unspecified) | 0% | ? | 3.2% | 21% | 3%
Cc1ccc(Nc2cc(C)nc3ncnn23)c(C)c1 | -27% | 0% | 1.5% | 15% | 3%
Cc1ccccc1NC(=O)c1cc[n+]([O-])cc1 | 0% | 5% | 0.3% | -7% | -11%
CCN(C(=O)c1ccc(NC(C)=O)cc1)c1ccccc1 | -5% | -11% | i | -4% | -7%
CSc1nnnn1-c1ccc(C(=O)O)cc1 | -1% | 0% | 0.0% | 1% | -2%
CC(C)(C)NC(=O)COC(=O)c1cncc(Br)c1 | -2% | -5% | 1.6% | 5% | 0%
CCCSCCCNC(=O)CN1C(=O)COc2ccc(S(=O)(=O)N3CCCC3)cc21 | -4% | 0% | 0.5% | 0% | 0%
Cc1ccccc1N(CC(=O)NC1CCCC1)C(=O)C1(C)CC(=O)N=C2C=CC=CN21 (stereo unspecified) | 8% | -10% | 6.1% | -4% | 4%
Cc1cc(C(=O)Nc2ccc(S(=O)(=O)N3CCCC3)cc2)cs1 | 4% | -4% | 0.2% | 20% | -9%
S=C(NCc1ccncc1)Nc1ccc(Cl)c(Cl)c1 | -4% | 9% | i | 76% | -8%
O=C(NNS(=O)(=O)c1ccccc1)C(O)(c1ccccc1)c1ccccc1 | 3% | 0% | 0.1% | 13% | -2%
CC(Cc1cccs1)NCc1ccc(Cl)cc1 (stereo unspecified) | 2% | -6% | 0.4% | 53% | 2%
CC(/C=C/c1ccccc1)=N/NC(=O)CNC(=O)c1ccccc1F | -3% | -8% | 0.7% | 5% | -3%
O=c1c(-c2ccc(O)cc2O)coc2cc(O)cc(O)c12 | -1% | -9% | 1.4% | -3% | -1%
CCOCCCn1c(SCC(=O)Nc2cccc(S(=O)(=O)NC3=NCCCCC3)c2)nc2ccccc2c1=O | -5% | -15% | 2.8% | 24% | 3%
CCOC(=O)Cn1c(=O)oc2cc(S(=O)(=O)N(C)c3ccc(OC)cc3)ccc21 | -11% | -10% | 5.7% | -14% | 4%
O=c1[nH]c(SCc2ccccc2Cl)nc2c1cnn2-c1ccccc1 | -6% | -4% | 1.2% | 19% | 0%
C=CCCC(=O)N1CCC(n2nccc2NC(=O)c2ccccc2C)CC1 | -6% | -3% | 3.0% | -12% | 10%
Cc1ccc(NC(=O)c2ccc([N+](=O)[O-])o2)cc1C | 6% | ? | 2.3% | 0.28µM* | -1%
O=C(NCCS(=O)(=O)N1CCN(c2ccccc2)CC1)C1CC(=O)N(c2ccccc2)C1 (stereo unspecified) | 0% | -3% | 0.5% | -17% | -11%
CC1=C(C(=O)N2CCOCC2)C(c2cc(C)ccc2C)NC(=S)N1 (stereo unspecified) | -4% | -5% | 0.8% | -6% | 1%
c1ccc(Nc2c3c(nc4ccccc24)CCC3)cc1 | 11% | 8% | 0.7% | 58% | -12%
CCOC(=O)c1c(NC(=O)COC(=O)c2cnc(C)cn2)sc(C(=O)N(C)C)c1C | 2% | 4% | 1.9% | -13% | 10%
O=C(Nc1ccncc1)c1ccc(C(=O)Nc2ccncc2)cc1 | 3% | 6% | i | -3% | -13%
CCN(CC)c1ccc(/C=N/NC(=O)c2cccc(S(=O)(=O)N3CCOCC3)c2)c(O)c1 | -8% | 1% | 11% | 42% | 7%
O=C1NCCN1Cc1cccc(Cl)c1 | 3% | -2% | 0.5% | 4% | -10%
C=CCOC(=O)C1=C[C@H](c2cn(C(C)=O)c3ccccc23)C[C@H](OCCCCO)O1 | -10% | 0% | 12% | -8% | -8%
O=C(CSc1nnc(NC(=O)C2CC2)s1)NCc1ccco1 | -5% | -11% | i | 5% | 2%

# 5 compounds drawn at random from those above:
structure | H1N1 NS1A inhibition | H37Rv inhibition | VEEV TC-83 Vero | M. tuberculosis | PhoP GFP inhibition
O=C(NCCS(=O)(=O)N1CCN(c2ccccc2)CC1)C1CC(=O)N(c2ccccc2)C1 (stereo unspecified) | 0% | -3% | 0.5% | -17% | -11%
CCOC(=O)c1c(NC(=O)COC(=O)c2cnc(C)cn2)sc(C(=O)N(C)C)c1C | 2% | 4% | 1.9% | -13% | 10%
O=c1[nH]c(SCc2ccccc2Cl)nc2c1cnn2-c1ccccc1 | -6% | -4% | 1.2% | 19% | 0%
C=CCCC(=O)N1CCC(n2nccc2NC(=O)c2ccccc2C)CC1 | -6% | -3% | 3.0% | -12% | 10%
C=CCOC(=O)C1=C[C@H](c2cn(C(C)=O)c3ccccc23)C[C@H](OCCCCO)O1 | -10% | 0% | 12% | -8% | -8%
